Source: PubChem BioAssay
D1 antagonist: antagonists of human D1 dopamine receptor | P21728 | HEK293 TREx D1 cells, calcium flux, dopamine EC80; hits give low values | activity change, negative = inhibition, % at 10 µM | 360,000 tested, 3.2% active | AID 504652; in the data active = activity change below about -30%; also: % is scaled to controls: 0 for no effect and ±100 for the full control effect
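Compound effects on dopamine-evoked calcium signalling were measured in tetracycline-induced HEK293 Trex D1 cells. Dopamine at EC80 followed a 180 s compound pre-read, and fluorescence was tracked kinetically for 180 s more.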
RXFP1 antagonist: antagonists of human relaxin receptor RXFP1. activity change, negative = inhibition, % at 57.5 µM. 350,000 tested, 0.59% active. HEK293-RXFP1, relaxin-stimulated cAMP HTRF, 30 min; hits give low values;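 active = activity change of -60% or lower, but not beyond a set lower limit; inconclusive = change between -60% and -40%, or beyond the set limit; inactive = change above -40%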; also: % is scaled to controls: 0 for no effect and ±100 for the full control effect
Glioma ERSR ind: inducers of ER stress response in human glioma cells. Potency, µM, inactives show at the top dose activation, most hits filed as activators. U87-MG GRP78 promoter luciferase reporter, 16 h. 420,000 tested, 0.02% active. AID 602332; also: potency is read from the fitted curve at half-maximal effect; series mostly up to about 76 µM; % of control where 0% means no effect; nearly all actives have a fitted effect of over 35% in size
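ERSR induction read as luciferase luminescence (Bright-Glo, 10 min at room temperature) in stably transfected human U87-MG glioma cells exposed to compounds for 16 h, using GRP78 as sensor.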
D1 ag: activates the human D1 dopamine receptor; activation, % at 2 µM; P21728; HEK293 T-REx D1 cells, calcium flux, agonist mode; 360,000 tested, 1% active; in the data active = activation above about 30%; also: 0% is about no effect
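Tetracycline-induced HEK293 TREx D1 cells, force-coupled to calcium signalling, were dye-loaded with a no-wash calcium kit. Compound was pin-added after a 10 s baseline. Fluorescence was read kinetically at 1 cycle/s for 180 s, with calcium rises flagged as agonism.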
Vif-A3G inh: blocks the Vif interaction with human APOBEC3G. HeLa A3G-eYFP + Vif (tagged APOBEC3G with the HIV-1 protein that degrades it), YFP fluorescence, overnight. Potency, µM (series often up to 46.1 µM), inactives show at the top dose activity, negative = active, most hits filed as inhibitors. 410,000 tested, 0.076% active. AID 602310;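 also: potency is read from the fitted curve at half-maximal effect; % is scaled to controls: 0 for no effect and ±100 for the full control effect; nearly all actives have a fitted effect of over 60% in size; hits raise eYFP signal because A3G escapes Vif-driven loss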
Target sequence (Q9HC16 whole entry, looked up): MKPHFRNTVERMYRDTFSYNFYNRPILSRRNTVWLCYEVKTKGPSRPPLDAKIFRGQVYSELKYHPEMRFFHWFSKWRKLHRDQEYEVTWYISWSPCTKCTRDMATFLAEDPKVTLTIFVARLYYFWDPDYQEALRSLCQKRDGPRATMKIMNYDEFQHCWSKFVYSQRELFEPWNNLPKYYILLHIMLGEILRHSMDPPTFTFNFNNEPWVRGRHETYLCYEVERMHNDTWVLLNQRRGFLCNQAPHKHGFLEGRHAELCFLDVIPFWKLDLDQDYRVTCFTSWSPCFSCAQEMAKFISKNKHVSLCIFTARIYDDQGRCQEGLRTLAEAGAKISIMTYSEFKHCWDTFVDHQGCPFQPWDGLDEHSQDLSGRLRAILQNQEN
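Read-out is eYFP fluorescence (Ex 488/Em 500-530) from Vif-expressing HeLa A3G-eYFP cells; more signal means A3G escaped Vif-mediated degradation. Cells plated overnight, compound pinned in, incubated overnight at 37 deg C.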
Vif-A3F inh: inhibitors of Vif-A3F interaction; HeLa A3F-eYFP + Vif (tagged APOBEC3F with the HIV-1 protein that degrades it), YFP fluorescence increase; Potency, µM (doses to about 46.1 µM), without a hit: at the highest dose activity, negative = active; 390,000 tested, 0.2% active; AID 602313; also: potency is read from the fitted curve at half-maximal effect; % of control where 0% means no effect; nearly all actives have a fitted effect of over 65% in size
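HeLa cells stably expressing A3F-eYFP plus Vif, plated and incubated overnight at 37 deg C, then exposed to compounds overnight at 37 deg C. Blocked degradation read as raised yellow fluorescence (Ex 488/Em 500-530).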
D2 potentiator: D2 dopamine receptor (human) potentiation; P14416; 340,000 tested, 0.34% active; potentiation, % at 10 µM; HEK293 T-REx D2, calcium flux, EC20 dopamine potentiation;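 active = potentiation over 3 SD above the plate norm, cut at about 30% in these data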; also: 0% is about no effect
Target sequence (P14416 whole entry, looked up): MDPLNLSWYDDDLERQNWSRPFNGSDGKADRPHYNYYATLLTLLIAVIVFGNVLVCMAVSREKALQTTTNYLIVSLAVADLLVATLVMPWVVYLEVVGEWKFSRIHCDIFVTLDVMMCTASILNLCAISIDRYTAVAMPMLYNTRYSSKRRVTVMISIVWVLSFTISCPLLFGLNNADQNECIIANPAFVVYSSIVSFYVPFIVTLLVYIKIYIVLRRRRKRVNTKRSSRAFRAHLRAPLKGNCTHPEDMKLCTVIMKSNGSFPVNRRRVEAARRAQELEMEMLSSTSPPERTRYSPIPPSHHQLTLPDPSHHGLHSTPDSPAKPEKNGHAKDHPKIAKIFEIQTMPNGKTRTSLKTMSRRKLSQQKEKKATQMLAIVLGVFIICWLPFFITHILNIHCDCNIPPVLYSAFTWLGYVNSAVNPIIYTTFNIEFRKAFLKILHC
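Cells plated with tetracycline inducer and held overnight at 30 C; calcium dye loaded 30–90 min at room temperature; baseline taken, compound added and read 180 s; EC20 dopamine then added and read 180 s.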
RXFP1 agonist: agonists of human relaxin receptor RXFP1 | AID 2676 | Potency, µM (series often up to 57.5 µM), for inactives: top-dose activation, most hits filed as activators | HEK293T-RXFP1 cAMP TR-FRET, 30 min; response scale: percent of porcine relaxin response, buffer zero | 370,000 tested, 0.3% active | Q9HBX9; also: potency is read from the fitted curve at half-maximal effect; % is scaled to controls: 0 for no effect and ±100 for the full control effect; nearly all actives have a fitted effect of over 60% in size; many of its hits are not listed in these tables
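HEK293T cells stably expressing RXFP1 were pretreated with the PDE4 inhibitor Ro 20174, exposed to compounds for 30 min at 37C, lysed, and cAMP was read by TR-FRET. Data normalized to buffer (basal) and 29 nM porcine relaxin (100%).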
D1 potentiator: potentiators of human D1 dopamine receptor | HEK293 TREx D1 cells, calcium flux, dopamine EC20 potentiation | potentiation, % at 10 µM | 360,000 tested, 0.036% active; in the data active = potentiation above about 30%; also: 0% is about no effect
Starred values were filed as active, the others as inactive; ? = inconclusive; . = no result given; & = joins results of further samples. Unless noted, calls follow the shape of the dose curve; as a rule, active = well fitted curve in the direction sought with a large enough effect; inconclusive = small, poorly fitted or top-dose-only effect, or another doubt; inactive = no such curve, though single readings can be large; an effect the other way counts as inactive or inconclusive.

SMILES	D1 antagonist	RXFP1 antagonist	Glioma ERSR ind	D1 ag	Vif-A3G inh	Vif-A3F inh	D2 potentiator	RXFP1 agonist	D1 potentiator
CCOC(=O)c1c(S(=O)(=O)N2CCC(C(=O)NCc3cccc(C)c3)CC2)c(C)n(C)c1C	0	0	0%	2	-1%	-3%	-9	6.6%	-1
CCOc1ccc(CN2CCNC(=O)C2CC(=O)NCc2cc(C)n(C)n2)cc1 (centres undefined)	12	-5	-3%	2	2%	-1%	1	4.7%	1
Cc1ccc(C(=O)N[C@H](C(=O)N2CCN(c3ccccc3F)CC2)C(C)C)cc1	-15	-6	-3%	1	0%	16%	-9	0.7%	-3
CCOC(=O)N1CCN(S(=O)(=O)c2ccc(F)c(C(=O)Nc3ccc(C(C)C)cc3)c2)CC1	0	.	1%	1	2%	8%	-2	2.9%	-2
Cc1ccc(-n2c(/C=C/c3c(C)n(C)c4ccccc34)nc3ccccc3c2=O)cc1	4	.	-2%	1	-3%	-7%	-5	2.1%	-2
CCOc1ccc(CNCc2c(C(=O)O)c(C)n(Cc3ccc(F)cc3Cl)c2C)cc1	13	-7	-1%	23	2%	-4%	5	1.8%	0
O=C(CN1CCSC1=O)N1CCN(S(=O)(=O)c2ccc(Cl)cc2)CC1	-4	4	-3%	-1	1%	-23%	10	2.4%	-5
COc1ccc(CN2CCNC(=O)C2CC(=O)NCCc2c[nH]c3ccccc23)c(OC)c1 (centres undefined)	7	-7	-2%	2	2%	16%	4	4.4%	5
Cc1nc(S/C(=C/c2ccc(OCc3ccc(C(=O)O)cc3)cc2)C(=O)O)n[nH]1	13	18	-3%	6	2%	1%	1	2.6%	-7
Cn1c(=O)cc(NCCc2ccccc2)[nH]c1=O	-3	7	0%	5	?	.	1	3.3%	-2
CCOC(=O)c1c(NC(=O)Cn2nnc(-c3ccccc3Cl)n2)sc(C)c1C	-7	8	-3%	1	2%	-13%	5	0.0%	3
COc1cc(NC2=CC(=O)CC(C)(C)C2)cc(OC)c1	5	0	-5%	0	0%	-2%	-1	-1.3%	4
O=S(=O)(c1cc(-c2nc3ccccc3s2)ccc1Cl)N1CCOCC1	35	.	.	2	.	.	0	0.4%	-2
Cc1c(Cc2ccccc2)c(=O)n2c([nH]c3ccccc32)c1C#N	-29	5	-5%	19	0%	-13%	1	2.6%	-8
COc1cc(OC)c(C(=O)OCC(=O)N2CC(=O)Nc3ccccc32)cc1OC	14	-1	-1%	1	-4%	3%	35*	-0.4%	0
O=C(COC(=O)c1ccccc1Nc1ccccc1)c1ccccc1	5	-32	-2%	8	-4%	0%	-3	1.5%	-7
COc1ccccc1C(=O)Nc1ccc2c(c1)nc(CN1CCN(C(C)=O)CC1)n2C	11	0	-1%	0	0%	-2%	16	3.1%	-1
Cc1cccn2c(=O)c(C=O)c(Cl)nc12	4	5	-14%	1	?	?	.	28%	-8
Cc1ccc(Cc2nnc(SCC(=O)Nc3ccccc3Cl)[nH]c2=O)cc1	4	1	-4%	0	0%	9%	.	-0.5%	12
C#Cc1ccc(C(=O)Nc2cc(C(N)=O)ccc2N2CCOCC2)cc1	-5	-2	-3%	3	4%	-6%	-3	0.6%	-6
COc1ccc([C@@H]2[C@@H]3C(=O)N(C(C)(C)C)C(=O)[C@@H]3[C@]3(C)C(=O)N(c4cccc(Cl)c4)C(=O)N23)cc1	12	.	-3%	0	-7%	0%	-9	2.1%	-3
COc1ccc(S(=O)(=O)N2CCC(N3CCN(Cc4ccccc4)CC3)CC2)cc1	-6	-7	-1%	-2	0%	-4%	-20	-0.3%	-1
Cc1cccc(NC(=S)NCc2ccccc2)c1C	-4	3	-1%	-3	1%	?	11	-1.3%	-4
CC(=O)Nc1ccc(-c2nnn(CC(=O)Nc3ccc4c(c3)OCO4)n2)cc1Cl	5	?	-4%	1	-2%	-8%	7	1.1%	0
COc1cc(CN(C)Cc2ccccc2)cc(OC)c1O	.	10	-5%	-1	2%	7%	-9	0.1%	-3
O=C(c1ccco1)N1CCN(S(=O)(=O)c2ccc([N+](=O)[O-])cc2)CC1	-34*	5	-5%	3	-1%	1%	-2	0.9%	0
COc1ccc(NC(=O)CSc2nc(N)c3cc4c(nc3n2)CCCC4)cc1	13	-6	8%	-1	-5%	?	0	2.2%	-6
O=C1CN(C(=O)COC(=O)CNC(=O)c2ccc(Br)o2)c2ccccc2N1	-2	-3	-2%	2	-3%	-29%	-8	-0.1%	0
Cc1csc(NC(=O)c2oc3ccccc3c2C)n1	2	-15	-1%	3	-15%	9%	0	-0.5%	-2
CC1(C)C(=O)NCCN1C(=O)CC1C(=O)NCCN1CC(c1ccccc1)c1ccccc1 (centres undefined)	-8	2	1%	2	-4%	12%	9	1.9%	-3
CCS(=O)(=O)C1=NSC2=NC(=O)/C(=C\c3ccc(OC(=O)c4ccco4)c(OC)c3)C(=N)N21	-3	-13	4%	4	0%	?	-5	2.2%	4
CC(C)n1nccc1N(Cc1ccc(C#N)cc1)S(=O)(=O)c1ccccc1	9	-6	-5%	1	2%	-53%	10	0.4%	2
CN(Cc1ccccc1)C(=O)C1CCCN(Cc2ccc(Cl)cc2)C1 (centres undefined)	-21	-29	-6%	19	1%	.	30	-0.3%	-11
C=CCC1(N(C(C)=O)c2ccccc2)CCCCC1	14	-5	-2%	6	1%	-2%	-8	2.8%	3
CSc1cccc(NS(=O)(=O)c2ccc3[nH]cc(C(=O)N4CCCC4)c(=O)c3c2)c1	10	-3	-4%	2	-1%	2%	11	2.0%	9
CC(C)/C=C/C(=O)N1CCC(N2CCC(C(=O)N3CCOCC3)CC2)CC1	3	4	-4%	2	-2%	0%	3	0.4%	4
CCOC(=O)c1ccc(NC(=O)CSc2ccc(-c3cccnc3)nn2)cc1	11	1	-1%	-1	0%	15%	15	-1.6%	-1
O=C(NCCc1ccccc1Cl)C1CCC(=O)N(C2CCCCCC2)C1 (centres undefined)	15	3	2%	0	-5%	-1%	.	1.9%	1
COc1ccc(NC(=O)COc2nc(N(C)C)nc(N(C)C)n2)cc1	-3	7	-4%	1	2%	-6%	3	-0.2%	0
CCOC(CNC(=O)CCc1c(C)nc2ncnn2c1C)OCC	10	12	-1%	0	1%	2%	6	0.9%	-1
O=C(Cn1c(=O)n(Cc2nc(-c3ccccc3)no2)c(=O)c2ccccc21)Nc1cccc(Cl)c1	3	-14	-2%	7	1%	8%	5	-0.2%	0
CC(=O)Nc1ccc(S(=O)(=O)N[C@@H](C)C(=O)N2CCN(C/C=C/c3ccccc3)CC2)cc1	-20	-11	0%	1	5%	-2%	13	-3.8%	-13
CCC1(C)CN=C(c2ccccc2)NC1 (centres undefined)	.	-6	-2%	.	0%	-1%	.	.	.
Cc1ccc2[nH]nc(C(=O)N3CCCC(C(=O)c4ccc(Cl)cc4)C3)c2c1 (centres undefined)	2	-19	-5%	0	-19%	1%	4	-0.3%	0
CCOc1ccc(/C=N/N(C)c2ccccc2)cc1OC	-1	-18	5%	4	-1%	-2%	21	0.6%	-1
CCCCCCCCCCCCC/C=C/[C@@H](O)[C@@H](N)CO	14	.	-2%&0%&-5%	-1	0%	-4%	12	-0.8%	-4
Cc1ccc(C(C)(C)C)c(SCC(=O)Nc2nnc(C)s2)c1	2	-9	-5%	0	-2%	1%	-10	1.2%	-7
CCC1Oc2ccc(C)cc2N(CC(=O)NCC2CCCO2)C1=O (centres undefined)	7	-22	-4%	5	-1%	?	7	1.1%	.
Cc1ccccc1OCC(=O)OCC(=O)NC1CC1	-26	8	-4%	2	-2%	-17%	-13	0.0%	.
CC(OC(=O)C1=Cc2ccccc2OC1)C(=O)NC(C)(C)C (centres undefined)	6	6	-4%	1	3%	0%	.	0.4%	-4
Cc1ccc(N)cc1NC(=O)CN1CCOCC1	10	12	-1%	5	1%	-26%	-6	1.0%	3
CN(C)S(=O)(=O)c1cccc(NC(=O)c2cc(-c3cccs3)nc3ccccc23)c1	-15	-1	5%	2	-3%	-8%	-5	3.6%	3
Cc1onc(C(=O)N2CCN(c3ccccc3)CC2)c1[N+](=O)[O-]	3	-1	-6%	1	5%	-12%	16	-2.1%	5
COC(=O)CNC(c1ccccc1)c1cc(Br)ccc1NC(=O)c1ccc(Cl)cc1 (centres undefined)	19	-6	0%	2	-3%	2%	0	-0.8%	0
CCn1cc(C(=O)NCC(OC)OC)c(=O)c2cc(S(=O)(=O)N(C)C3CCCCC3)ccc21	6	-28	-7%	1	-2%	-1%	-3	2.3%	-8
CC(C)c1csc(CN2CCC(CCC(=O)NCC3CCCO3)CC2)n1 (centres undefined)	-5	-4	-2%	2	-2%	4%	.	0.7%	-3
CC(C(=O)NCC1CCCCC1)N(C)CC(=O)Nc1ccc(N2CCOCC2)cc1 (centres undefined)	31	-12	-3%	1	-1%	-1%	2	0.2%	-3
Cc1ccc([C@@H]2C[C@H]3[C@@H](CN2S(=O)(=O)c2ccc(C)cc2)C(=O)C[C@@H](c2ccc(C)cc2)N3S(=O)(=O)c2ccc(Cl)cc2)cc1	.	2	-5%	.	-1%	-5%	.	.	.
CC(=O)C1=C(C)NC(=O)NC1/C=C/c1ccccc1 (centres undefined)	-16	14	-2%	4	2%	-4%	6	0.2%	1
CC(OC(=O)CCC(=O)c1cccs1)C(=O)NC1CCCCC1C (centres undefined)	-9	-10	1%	2	0%	-4%	1	-0.3%	-4
COc1ccc(CNC(=O)c2cc3cc4ccc(C)cc4nc3o2)cc1	1	.	-1%	-2	-3%	-1%	0	5.8%	0
O=C(CSc1nnc(CNC(=O)c2c(F)cccc2F)o1)NCc1ccccc1Cl	1	7	-4%	1	-3%	-3%	11	-1.7%	2

Rewritten field by field: part of the list above
CCCCCCCCCCCCC/C=C/[C@@H](O)[C@@H](N)CO
  D1 antagonist: 14
  RXFP1 antagonist: .
  Glioma ERSR ind: -2%&0%&-5%
  D1 ag: -1
  Vif-A3G inh: 0%
  Vif-A3F inh: -4%
  D2 potentiator: 12
  RXFP1 agonist: -0.8%
  D1 potentiator: -4

Cc1ccc(C(C)(C)C)c(SCC(=O)Nc2nnc(C)s2)c1
  D1 antagonist: 2
  RXFP1 antagonist: -9
  Glioma ERSR ind: -5%
  D1 ag: 0
  Vif-A3G inh: -2%
  Vif-A3F inh: 1%
  D2 potentiator: -10
  RXFP1 agonist: 1.2%
  D1 potentiator: -7

Only part of the results is shown; count on the stated rates, not on these rows.
